Assay outcomes from PubChem BioAssay.
Lamin A splicing: modulators of lamin A splicing; Potency, µM (highest dose often 46.1 µM), for inactives: at the highest dose ratio change, negative = inhibition, actives largely listed as inhibitors; AID 1487; actives 0.01% (n = 200,000); HeLa LMNA splicing GFP/RFP minigene ratio, 48 h; active = well fitted inhibition curve with a large enough effect in the signal ratio, with a control signal flat, not every such curve was filed as active; inconclusive = small, poorly fitted or top-dose-only effect, or effect the other way, or a change in a side signal; the % refers to the signal ratio; also: potency is read from the fitted curve at half-maximal effect; % is scaled to controls: 0 for no effect and ±100 for the full control effect
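S3 HeLa stable clones carrying a lamin A-EGFP splicing minigene plus DsRed2 were seeded at 600 cells/well in Opti-MEM with 2% FBS, pin-dosed and incubated 48 h at 37°C. Acumen cytometry (488 nm) gave the GFP/RFP total-intensity ratio.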
IMPase Li cell: IMPase inhibition in cells with lithium potentiation; Potency, µM (highest dose often 59.4 µM), for the others: top-dose activity, negative = IMPase inhibition, usual class: inhibitors; CHO-M1 cells, IP1 TR-FRET (IP-One), carbachol + lithium; AID 1457; actives 0.35% (n = 210,000);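 also: IP1 builds up when IMPase is blocked and the TR-FRET signal falls; potency is read from the fitted curve at half-maximal effect; plate controls were basal vehicle for no effect and high inhibitor control for full effect; nearly all actives have a fitted effect of over 50% in size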
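Test compounds were applied to CHO-M1 cells previously cultured for 16–30 h at 2000 per well. A small lithium amount accompanied them; after 30 min at 37C, IP1 was quantified by TR-FRET.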
SMN2 splice enh: SMN2 splice variant enhancement; HEK293 SMN2-luciferase splicing reporter, luminescence, 30-36 h; Potency, µM (highest dose often 46.1 µM), without a hit: top-dose activity change, positive = activation, hits mostly activators; actives 2.8% (n = 210,000); also: potency is read from the fitted curve at half-maximal effect; % of control where 0% means no effect; nearly all actives have a fitted effect of over 55% in size
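HEK293 cells carry an SMN2 minigene-luciferase reporter in which exon 7 inclusion puts luciferase in frame. Cells were seeded at 2000 cells/well, attached for 10-12 hours, then exposed to compounds for 30-36 hours at 37C before ONE-Glo luminescence.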
KinaseGlo FLuc: counter-screen: inhibitors of Kinase-Glo firefly luciferase | actives 0.28% (n = 200,000) | Q27757 | Potency, µM (top dose mostly 38.3 µM), inactives show at the highest dose activity change, negative = inhibition, most hits filed as inhibitors | Kinase-Glo luciferase, ATP luminescence, 8 min; also: potency is read from the fitted curve at half-maximal effect; % is scaled to controls: 0 for no effect and ±100 for the full control effect; nearly all actives have a fitted effect of over 60% in size
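Luminescence was the read-out, taken after 8-minute incubation at ambient temperature. Luciferase turned over luciferin with 10 uM ATP in imidazole pH 7.2 buffer containing KCl, MgCl2, Tween 20 and BSA.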
HttQ103 aggreg: reduces HttQ103-GFP aggregates in PC12 cells; PC12 HttQ103-GFP aggregates, Acumen cytometry, 40 h; Potency, µM (titrated, usually from 46.1 µM), for inactives: at the top dose activity change, negative = inhibition, hits mostly inhibitors; actives 1.1% (n = 220,000); AID 1688; also: potency is read from the fitted curve at half-maximal effect; % is scaled to controls: 0 for no effect and ±100 for the full control effect; nearly all actives have a fitted effect of over 60% in size
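PC12 cells with ecdysone-inducible HTT exon1 Q103-GFP, induced by 100 nM tebufenozide, given compounds in a concentration series. GFP aggregates (1–25 um, 6 SD above background) counted in lysates by laser-scanning cytometry, 488 nm excitation.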
CBFb-RUNX1 inh: CBF-beta/RUNX1 interaction disruption; AlphaScreen CBFb-His/RUNX1-biotin binding, biochemical; Q01196+Q13951; AID 1477; 230,000 tested, under 10 active; Potency, µM (highest dose often 59.8 µM), for inactives: at the top dose activity, negative = inhibition, actives largely listed as inhibitors; also: % of control where 0% means no effect
Target sequence (Q01196 whole entry, looked up): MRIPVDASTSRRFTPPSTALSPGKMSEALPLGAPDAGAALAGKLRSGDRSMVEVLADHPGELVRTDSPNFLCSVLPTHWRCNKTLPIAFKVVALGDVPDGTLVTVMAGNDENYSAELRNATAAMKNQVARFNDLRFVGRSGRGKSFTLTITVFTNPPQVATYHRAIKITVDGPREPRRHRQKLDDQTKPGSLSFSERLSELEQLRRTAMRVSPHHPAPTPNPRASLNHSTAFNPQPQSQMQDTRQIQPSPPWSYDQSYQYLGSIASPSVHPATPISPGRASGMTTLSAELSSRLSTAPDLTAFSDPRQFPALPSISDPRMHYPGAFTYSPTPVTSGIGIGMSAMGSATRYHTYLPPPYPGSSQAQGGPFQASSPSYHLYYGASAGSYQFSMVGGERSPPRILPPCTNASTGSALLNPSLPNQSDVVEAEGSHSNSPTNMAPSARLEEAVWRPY
Target sequence (Q13951 whole entry, looked up): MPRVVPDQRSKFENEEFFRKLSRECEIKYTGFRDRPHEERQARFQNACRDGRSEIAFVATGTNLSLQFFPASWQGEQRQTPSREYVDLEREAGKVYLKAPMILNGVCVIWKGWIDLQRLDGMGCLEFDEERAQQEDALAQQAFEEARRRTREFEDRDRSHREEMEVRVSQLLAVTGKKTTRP
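Room-temperature protein-protein interaction test with 30 nM each of His-tagged CBF-beta and biotinylated RUNX1, 15 min with compound, then 90 min with nickel plus streptavidin beads. Signal read in AlphaScreen mode.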
HTT cytoprotect: cytoprotection in Huntington HTT-Q103 PC12 cell model. AID 1471. Potency, µM (titrated, usually from 56.4 µM), inactives show cytoprotection (ATP increase), hits mostly activators. PC12 HTT-Q103 induced, cytoprotection, ATP luminescence, 40 h. actives 0.14% (n = 230,000);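 also: potency is read from the fitted curve at half-maximal effect; % of control where 0% means no effect; nearly all actives have a fitted effect of over 45% in size; toxic huntingtin expression switched on by the ecdysone agonist tebufenozide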
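ATP quantification (ATPlite) reports survival of PC12 cells in which tebufenozide, 100 nM final, switches on Htt exon 1 with 103 glutamines linked to GFP; compounds are titrated.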
* hit, by the source's call; ? = inconclusive; / = no result given; & = joins results of further samples; [ ] = another dose, or the depositor's remark. Unless noted, calls follow the shape of the dose curve; as a rule, active = well fitted curve in the direction sought with a large enough effect; inconclusive = small, poorly fitted or top-dose-only effect, or another doubt; inactive = no such curve, though single readings can be large; an effect the other way counts as inactive or inconclusive.

The first 3 compounds (preview)
SMILES | Lamin A splicing | IMPase Li cell | SMN2 splice enh | KinaseGlo FLuc | HttQ103 aggreg | CBFb-RUNX1 inh | HTT cytoprotect
COc1cc(NC(=O)c2cccc([N+](=O)[O-])c2C)ccc1NC(=O)c1ccco1 | -3% | 2% | -12% | 1% | -6% | 6% | 9%[10 µM]
COc1ccc(NCC(=O)Nc2cc(S(=O)(=O)N3CCOCC3)ccc2N2CCOCC2)c(OC)c1 | / | / | / | / | -3%[9.22 µM] | 3% | 1%[10 µM]
COc1ccccc1CN(CC(=O)NCc1ccco1)C(=O)CNS(=O)(=O)c1ccc(C)cc1 | -5% | 10%[38.3 µM] | 12% | 0% | 0% | -5% | -18%[10 µM]

The list itself, from the first entry:
SMILES | Lamin A splicing | IMPase Li cell | SMN2 splice enh | KinaseGlo FLuc | HttQ103 aggreg | CBFb-RUNX1 inh | HTT cytoprotect
COc1cc(NC(=O)c2cccc([N+](=O)[O-])c2C)ccc1NC(=O)c1ccco1 | -3% | 2% | -12% | 1% | -6% | 6% | 9%[10 µM]
COc1ccc(NCC(=O)Nc2cc(S(=O)(=O)N3CCOCC3)ccc2N2CCOCC2)c(OC)c1 | / | / | / | / | -3%[9.22 µM] | 3% | 1%[10 µM]
COc1ccccc1CN(CC(=O)NCc1ccco1)C(=O)CNS(=O)(=O)c1ccc(C)cc1 | -5% | 10%[38.3 µM] | 12% | 0% | 0% | -5% | -18%[10 µM]
OC(c1cc(-c2ccc(C(F)(F)F)cc2)nc(C(F)(F)F)c1)C1CCCCN1 (centres undefined) | / | / | / | / | -8%[9.22 µM] | 1% | -36%[10 µM]
O=[N+]([O-])c1ccccc1/C=N/NC1=NCCCCC1 | 6% | 27% | ? | 1% | 14% | -2% | 13%[10 µM]
CCOC(=O)c1sc(NC(=O)C2C3C=CC(C3)C2C(=O)O)nc1C (centres undefined) | 12% | 39%[38.3 µM] | -7% | 0% | -7% | -7% | -5%
CCOc1ccc(C(=O)NCc2cccnc2)cc1[N+](=O)[O-] | 3%[46 µM] | 1% | -14% | -1% | 4% | 1% | -8%
Cc1ccc2cc(/C=N/NC(=O)c3ccccc3[N+](=O)[O-])c(Cl)nc2c1 | / | 7% | / | / | 3% | 3% | -3%[10 µM]
O=c1nccc(Nc2ccccc2)[nH]1 | / | / | / | / | -13%[9.22 µM] | 8% | -2%[10 µM]
COc1ccc(-c2nn(CC(=O)NCCc3ccccc3)c(=S)n2C)cc1 | ? | 5% | -60%[inhibitor] | 2% | ? | 13% | -14%[10 µM]
CC(C)n1cc(NC(=O)C2CC(c3cccc(Br)c3)=NO2)cn1 (centres undefined) | -8% | 19%[38.3 µM] | -10% | -1% | 4% | 2% | -5%
Cc1nc2ccccn2c1C(=O)N=Nc1c(O)[nH]c2ccccc12 | ? | 1% | -27% | 1% | -10% | 14% | -17%[10 µM]
O=c1c(Cl)c(NCCO)ncn1-c1ccccc1 | 1% | -4% | 1% | -1% | -2% | 9% | 15%[10 µM]
O=C(CSc1nnc(Cc2ccccc2)n1-c1ccccc1)N1CCOCC1 | 2% | -12%[38.3 µM] | 1% | -4% | 12% | 13% | -23%[10 µM]
O=c1cc(-c2ccccc2)nc2nc[nH]n12 | 9% | 20%[38.3 µM] | -22% | -1% | 9% | 6% | -12%
COCCCNC(=O)/C=C/c1ccc(Cl)cc1 | 6% | -3%[38.3 µM] | 7% | -5% | -10% | 6% | -28%
COC(=O)c1cc(NC(=O)Cc2ccccc2[N+](=O)[O-])ccc1Cl | -12% | / | / | / | -8% | -1% | ?
C/C=C/c1ccc(OCCCNCC(C)O)c(OC)c1 (centres undefined) | 6% | -10%[38.3 µM] | -6% | 1% | 19% | 7% | -13%[0.074 µM]
COC(=O)c1sc(S(=O)(=O)Nc2ccc3cn[nH]c3c2)c(C(=O)OC)c1C | -1% | 5%[38.3 µM] | -26% | -1% | -7% | 5% | 6%
COc1ccc(-c2nnc(SCc3cc(C)cc(C)c3)o2)cc1 | ? | 33%[activator][38.3 µM] | -13% | 3% | ? | ? | -6%

Full records as entered above:
Shown for O=C(CSc1nnc(Cc2ccccc2)n1-c1ccccc1)N1CCOCC1 : Lamin A splicing: 2%; IMPase Li cell: -12%[38.3 µM]; SMN2 splice enh: 1%; KinaseGlo FLuc: -4%; HttQ103 aggreg: 12%; CBFb-RUNX1 inh: 13%; HTT cytoprotect: -23%[10 µM]
Shown for COCCCNC(=O)/C=C/c1ccc(Cl)cc1 : Lamin A splicing: 6%; IMPase Li cell: -3%[38.3 µM]; SMN2 splice enh: 7%; KinaseGlo FLuc: -5%; HttQ103 aggreg: -10%; CBFb-RUNX1 inh: 6%; HTT cytoprotect: -28%

(further entries)
SMILES | Lamin A splicing | IMPase Li cell | SMN2 splice enh | KinaseGlo FLuc | HttQ103 aggreg | CBFb-RUNX1 inh | HTT cytoprotect
CN1CCN(C2=NCCO2)CC1 | / | / | / | / | 13%[9.22 µM] | 4% | 5%[10 µM]
CC1(C)CC(NNCCC#N)=CC(=[N+]2CCCC2)C1 | / | 13% | / | / | ? | -20% | -18%
O=C(COc1ccccc1)NCCSCc1ccco1 | -7% | 2% | 5% | 5% | 2% | 3% | 16%[10 µM]
Cc1nc2cc(C(=O)NCc3ccc4c(c3)OCO4)ccc2n1-c1ccc(Br)cc1 | ? | 3% | -4% | 1% | ? | -20% | 19%[10 µM]
CCNC(=O)/C(=C/c1cccc([N+](=O)[O-])c1)NC(=O)c1ccc(C)cc1 | / | 10% | / | -2% | 22%[9.22 µM] | 2% | 12%
CCc1nnc(NC(=O)CSc2nc(C)c3c(c2C#N)CCCC3)s1 | ? | / | / | / | 12% | 3% | -10%
Cc1ccc(-c2cc(C(=O)OCC(=O)N(C)C3CCS(=O)(=O)C3)c3ccccc3n2)c(C)c1 (centres undefined) | 3%[9.22 µM] | 2% | -4% | 0% | 11% | 4% | -36%[inhibitor]
CC(C)(C)c1ccc(S(=O)(=O)O/N=C2/CCCCC2c2ccc([N+](=O)[O-])cc2[N+](=O)[O-])cc1 (centres undefined) | 7% | 46%[activator][38.3 µM] | -18% | 4% | 19% | -7% | -5%
O=[N+]([O-])c1ccc(C(O)C(CO)NC(=S)Nc2ccccc2)cc1 (centres undefined) | / | / | / | / | -2%[9.22 µM] | 4% | 29%[10 µM]
CC(Oc1cc(-c2ccccc2)cc2ccccc12)C(=O)N1CCOCC1 (centres undefined) | -10% | 27%[38.3 µM] | 13% | -2% | ? | -4% | -17%
O=C(CSc1nnc(Cc2ccccc2)o1)NC1CCCCC1 | 2% | 5%[38.3 µM] | 8% | 1% | -19% | 3% | 1%[10 µM]
CC(C)Oc1cccc(C(=O)C2CCCN(C(=O)CCn3cnnn3)C2)c1 (centres undefined) | 0%[46 µM] | 16% | / | 1% | 9%[9.22 µM] | -2% | 5%[10 µM]
CCOc1ccc(Nc2nc3cc(S(=O)(=O)CC)ccc3o2)cc1 | / | / | / | / | -6%[9.22 µM] | 1% | 26%[10 µM]
CCCCCCN(C(=O)CCCCCN1C(=O)NC(c2ccc(-c3ccccc3)cc2)C(C(=O)OCc2ccccc2)=C1C)C(C(=O)NCCCC)c1ccc(O)c(C(=O)OC)c1 (centres undefined) | / | -8% | -7% | -1% | -11%[9.22 µM] | 22%&5% | 15%[10 µM]
CCOC(=O)c1[nH]ncc1CN1CCCC(C(=O)c2ccc(OC)c(OC)c2)C1 (centres undefined) | / | 4% | -4% | 3% | -7%[9.22 µM] | 8% | -19%[10 µM]
CC(C)[C@@H]1NC(=O)c2cc([N+](=O)[O-])cc(F)c2NCCC[C@@H](C(N)=O)NC(=O)[C@H](CO)NC1=O | -7% | 1% | ? | -2% | -20% | 2%[2.36 µM] | /
CCOC(=O)c1cc(NC(=O)c2ccccc2)c(=O)oc1C(F)(F)F | 11%[46 µM] | 10% | -6% | -4% | 2% | -7% | 16%[10 µM]
CC(C)CN1C=C2C(=O)C(C)(OC(=O)CCc3ccccc3)C(=O)C=C2C=C1c1ccc(C#N)cc1 (centres undefined) | ? | 3% | -2%[9.22 µM] | -8%[7.66 µM] | 30%[9.22 µM] | -5%[13.1 µM] | 2%&-1%[10 µM]
O=C1N(CCCN2C(=O)C3(OCCO3)c3ccccc32)c2ccccc2C12OCCO2 | ? | 2%[38.3 µM] | -6% | 3% | 11% | 1% | -26%[0.074 µM]
CCN(CC)S(=O)(=O)c1cccc(C(=O)Nc2nncs2)c1 | -3% | 8%[38.3 µM] | -2% | 0% | -1% | -1% | -5%
CC(=O)N1CCN(c2cccc(C)c2C)CC1 | -11% | 1%[38.3 µM] | 2% | 0% | -3% | 9% | 4%[10 µM]
O=C(c1ccc(Cl)cc1[N+](=O)[O-])N1CCN(c2ccccn2)CC1 | / | 4% | -37%[inhibitor] | 2% | 0% | 0% | -52%[inhibitor]
CCOc1ncccc1C(=O)Nc1cccc(-c2nc3cccnc3s2)c1 | / | / | / | / | 8%[9.22 µM] | 6% | -3%[10 µM]
Cc1cc(C(=O)NNC(=S)Nc2ccccc2C)cs1 | -4% | 5% | ? | -12% | ? | -4% | /
Cc1ccc(/C=N/n2c(-c3ccco3)n[nH]c2=S)cc1 | / | / | / | / | 4%[9.22 µM] | -10% | -9%[10 µM]
CCC(C)NC(=O)CS(=O)(=O)Cc1nc(-c2cccc(OC)c2)oc1C (centres undefined) | -10% | 21%[38.3 µM] | -10% | 0% | 1% | 12% | -1%[10 µM]
